ALOX12 inh = Primary qHTS assay for inhibitors of human arachidonate 12S-lipoxygenase (ALOX12): Round 2 | AID 1671190, 2021 | 580,000 compounds, 1.1% hits | Potency, µM (titrated, usually from 108 µM), for the others: at the top dose activity change, negative = inhibition, usual class: inhibitors | purified 12hLO, xylenol orange hydroperoxide absorbance | Polyunsaturated fatty acid lipoxygenase ALOX12 (Homo sapiens), P18054; note: potency is the fitted concentration of half-maximal effect; % is set by controls: 0 for no effect and ±100 for the full control effect
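Purified human 12hLO (150 nM final) in 25 mM Hepes, 0.01% Triton X-100, pH 7.0 was preincubated 15 min at room temperature with compound. Then 40 uM arachidonic acid was added, 30 min. Hydroperoxide was read by Fe-XO absorbance ratio 573/405 nm.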
JMJD2A Tudor = qHTS Assay for Inhibitors of JMJD2A-Tudor Domain; Lysine-specific demethylase 4A (Homo sapiens), O75164; AlphaScreen JMJD2A-Tudor / H3K4me3 peptide binding; Potency, µM (top dose mostly 114 µM), for inactives: at the top dose activity change, negative = inhibition, actives largely listed as inhibitors; 390,000 compounds, 4.4% hits; AID 504339, 2011; note: potency is the fitted concentration of half-maximal effect; % is set by controls: 0 for no effect and ±100 for the full control effect; nearly all actives have a fitted effect of over 50% in size
HP1b chromo inh = HTS for Inhibitors of HP1-beta Chromodomain Interactions with Methylated Histone Tails | Chromobox protein homolog 1 (Homo sapiens), P83916 | AlphaScreen HP1-beta / biotin-H3K9me3 peptide binding | Potency, µM (top dose mostly 114 µM), for inactives: at the top dose activity change, negative = inhibition, most hits filed as inhibitors | 390,000 compounds, 0.56% hits | AID 540317, 2011; note: potency is the fitted concentration of half-maximal effect; nearly all actives have a fitted effect of over 70% in size; inactives centre near 23
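Compound inhibition of the preformed complex between 50 nM HP1-beta and 50 nM biotinylated H3K9me3 peptide was read by AlphaScreen. Buffer was PBS pH 7.4 with 0.01% Tween-20. Incubations ran 30 min at room temperature, with 10 ug/mL donor/acceptor beads.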
G9a block = qHTS Assay for Inhibitors of Histone Lysine Methyltransferase G9a. G9a H3K9 monomethylation, AlphaScreen, 2 h. Potency, µM (top dose mostly 102 µM), for inactives: top-dose activity, negative = inhibition, hits mostly inhibitors. 350,000 compounds, 8.8% hits. AID 504332, 2011; note: potency is the fitted concentration of half-maximal effect; % is set by controls: 0 for no effect and ±100 for the full control effect; nearly all actives have a fitted effect of over 75% in size
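Chemiluminescent proximity detection of H3K9 monomethylation, read after 10 min bead incubation in the dark. Reaction: 20 nM G9a, 500 nM biotin-H3K9 peptide, 20 uM SAM cofactor, 2 h, room temperature, following 15 min enzyme-compound preincubation.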
BAZ2B block = qHTS Assay for Inhibitors of BAZ2B. 360,000 compounds, 4.4% hits. AlphaScreen BAZ2B-H3K14Ac peptide displacement. Potency, µM (doses to about 114 µM), for the others: at the highest dose activity change, negative = inhibition, actives largely listed as inhibitors; note: potency is the fitted concentration of half-maximal effect; % is set by controls: 0 for no effect and ±100 for the full control effect; nearly all actives have a fitted effect of over 60% in size
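AlphaScreen displacement of biotin-H3(5-23)K14Ac peptide (50 nM final) from BAZ2B (50 nM final) in PBS pH 7.4, 0.01% Tween-20; complex preformed 30 min RT, then compounds (top 110 uM) 30 min RT, beads 20 min dark.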
GLS inh = qHTS for Inhibitors of Glutaminase (GLS) | GLS enzymatic activity, qHTS titration | Glutaminase kidney isoform, mitochondrial (Homo sapiens), O94925 | Potency, µM (series often up to 45.5 µM), without a hit: at the top dose activity change, negative = inhibition, actives largely listed as inhibitors | 410,000 compounds, 0.21% hits; note: potency is the fitted concentration of half-maximal effect; % is set by controls: 0 for no effect and ±100 for the full control effect
Target sequence (O94925 whole entry, looked up, canonical isoform): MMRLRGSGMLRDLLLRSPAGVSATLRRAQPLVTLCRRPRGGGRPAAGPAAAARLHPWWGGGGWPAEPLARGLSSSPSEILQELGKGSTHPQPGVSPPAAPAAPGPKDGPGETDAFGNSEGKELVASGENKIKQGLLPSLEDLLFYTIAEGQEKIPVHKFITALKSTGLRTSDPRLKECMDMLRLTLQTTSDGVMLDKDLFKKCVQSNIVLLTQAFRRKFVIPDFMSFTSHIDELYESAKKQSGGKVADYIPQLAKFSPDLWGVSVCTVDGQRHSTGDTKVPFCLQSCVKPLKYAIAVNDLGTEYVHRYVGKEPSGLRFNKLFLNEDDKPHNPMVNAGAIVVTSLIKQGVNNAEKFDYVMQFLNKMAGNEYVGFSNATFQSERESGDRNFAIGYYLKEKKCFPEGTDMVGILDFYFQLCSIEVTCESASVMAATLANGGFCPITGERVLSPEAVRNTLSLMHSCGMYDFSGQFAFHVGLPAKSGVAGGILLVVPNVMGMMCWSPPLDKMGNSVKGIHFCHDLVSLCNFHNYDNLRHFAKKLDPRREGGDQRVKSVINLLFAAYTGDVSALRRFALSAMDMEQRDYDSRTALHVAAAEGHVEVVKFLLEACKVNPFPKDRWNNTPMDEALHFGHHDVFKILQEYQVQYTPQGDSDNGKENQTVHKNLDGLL
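Human kidney-isoform GLS in 45 mM KH2PO4 pH 8.2, 0.02% Tween-20, with compound, started with 1mM L-Glutamine (added stock). Glutamate oxidase/HRP/Amplex red coupled fluorescence read at start and after 30 min at RT.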
RGS4 inhibitor = Inhibitors of Regulator of G Protein Signaling (RGS) 4: qHTS. Regulator of G-protein signaling 4 (Homo sapiens), P49798. Transcreener GDP fluorescence polarization, RGS4-accelerated GTP hydrolysis. Potency, µM (highest dose often 114 µM), for inactives: top-dose activity change, negative = inhibition, hits mostly inhibitors. 390,000 compounds, 0.039% hits. AID 504845, 2011; note: potency is the fitted concentration of half-maximal effect; % is set by controls: 0 for no effect and ±100 for the full control effect; nearly all actives have a fitted effect of over 75% in size; some results filed as inactive show a strong effect at the top dose
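MLSMR compounds (23 nl, pin-transferred) preincubated 10 min at room temperature with a 500nM (2x) first reagent, then RGS4 at 900nM (2x) plus Transcreener GDP mix added; fluorescence polarization (620/688 nm) read before and after 90 min at 30 °C.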
PI4K2A inh = qHTS for small molecular inhibitors of PI4K2A; Phosphatidylinositol 4-kinase type 2-alpha (Homo sapiens), Q9BTU6; activity change, negative = inhibition, % at 76.9 µM; purified PI4K2A, ADP-Glo luminescence, 1 h; stronger effect = lower value; 420,000 compounds, 0.13% hits; in the data active = activity change below about -50%; inconclusive = mostly about -30% to -49%;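 note: -100% = wells without enzyme as full effect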
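ADP-Glo luminescence measured ADP generated by PI4K2A enzyme (4 ug/mL before mixing) with 1.2 mM PI substrate (pre-mix) and 300 microM ATP (pre-mix). Tris pH7.5 buffer with MgCl2, Triton X-100; 1 h reaction at ambient temperature.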
ERG Ets-DNA blk = qHTS for Small Molecule Inhibitors of the ERG Ets/DNA interaction | Transcriptional regulator ERG (Homo sapiens), P11308 | fluorescence polarization, His-ERG Ets domain / labelled DNA | Potency, µM (doses to about 76.9 µM), for the others: at the top dose FP activity, negative = inhibition, most hits filed as inhibitors | 370,000 compounds, 0.028% hits; active = well fitted inhibition curve with a large enough effect in the polarisation, with a control signal flat; inconclusive = small, poorly fitted or top-dose-only effect, or effect the other way, or a change in a side signal; inactive = no such curve, though single readings can be large or run the other way; the % refers to the polarisation;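 note: polarization taken with two DNA probes labelled with fluorescein and Texas red; potency is the fitted concentration of half-maximal effect; % of control where 0% means no effect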
Target sequence (P11308 whole entry, looked up, the tested form may be a part): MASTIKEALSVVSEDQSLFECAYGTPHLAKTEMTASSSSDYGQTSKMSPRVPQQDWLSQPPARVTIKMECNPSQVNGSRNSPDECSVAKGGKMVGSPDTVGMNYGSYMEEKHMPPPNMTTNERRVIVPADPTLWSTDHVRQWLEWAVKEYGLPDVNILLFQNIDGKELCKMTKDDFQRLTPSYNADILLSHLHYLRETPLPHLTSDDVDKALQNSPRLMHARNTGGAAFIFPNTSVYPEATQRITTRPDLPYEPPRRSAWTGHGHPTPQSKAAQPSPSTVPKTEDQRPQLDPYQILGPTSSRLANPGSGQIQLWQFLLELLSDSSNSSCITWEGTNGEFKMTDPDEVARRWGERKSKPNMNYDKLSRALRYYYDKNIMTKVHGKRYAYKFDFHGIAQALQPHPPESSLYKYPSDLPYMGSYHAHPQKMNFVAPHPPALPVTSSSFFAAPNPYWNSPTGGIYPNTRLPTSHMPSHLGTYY
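His-tagged ERG Ets domain (1 uM in the protein solution; 300mM KCl, 50mM Tris-HCl, 1mM EDTA, 1mM DTT, pH 7.5) received compound, then a probe mix of 5 nM fluorescein-DNA and 100nM Texas-615-DNA. Fluorescence polarization was read for both dyes.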
An asterisk follows results filed as active; ? = inconclusive; · = not tested or not shown; & = joins results of further samples; [ ] = another dose, or the depositor's remark. Unless noted, calls come from the whole dose curve; as a rule, active = well fitted curve in the direction sought with a large enough effect; inconclusive = small, poorly fitted or top-dose-only effect, or another doubt; inactive = no such curve, though single readings can be large; an effect the other way counts as inactive or inconclusive. Only part of the results is shown; rates above refer to the full screens.

| GLS inh | ERG Ets-DNA blk | ALOX12 inh | G9a block | PI4K2A inh | BAZ2B block | JMJD2A Tudor | structure | RGS4 inhibitor | HP1b chromo inh |
| --- | --- | --- | --- | --- | --- | --- | --- | --- | --- |
| -1.5% | 4.5% | 9.5% | 8.2%[59 µM] | ? | ? | -17.5% | Nc1c(Cl)ncnc1N/N=C/c1ccc(O)cc1 | 16.2% | 2.3% |
| 5.5% | 5.1% | 0.9% | 7.1% | -1.3 | -25.6% | -15.5% | O=C(c1cc(-c2ccc(Cl)cc2)n[nH]1)N1CCN(C(=O)c2ccco2)CC1 | -1.3%[56.9 µM] | 66.6%[activator] |
| 4.8% | 8.6% | 0.4% | -20.3%[59 µM] | 2.5 | -5.5% | -22.8% | Cc1ccc(C(=O)C2Oc3ccccc3C3CC(c4ccc(C)cc4)=NN23)cc1 (stereo not drawn) | -7.8% | 15.2% |
| -1.0% | -10.8% | 0.0% | · | 3.5 | · | -18.8% | Cc1ccc(C(=O)Nc2cccc3cccnc23)cc1Br | 0.2% | 51.0%[activator] |
| 6.4% | -4.7% | -28.2% | -9.7% | -1.6 | -2.3% | -9.9% | NS(=O)(=O)c1ccc(CCN=Cc2ccccc2O)cc1 | -0.4% | 41.5%[activator] |
| 0.0% | 0.4% | 0.0% | 3.9% | -2.1 | -11.9% | -13.5% | Cc1ccc(Nc2nc(N)c([N+](=O)[O-])c(NCc3ccccc3)n2)cc1 | 16.7% | 2.5% |
| -1.4% | -11.5% | -0.1% | 17.2%[12.7 µM] | -1.2 | 17.3% | 4.1% | CCC1CCc2c(sc3ncnc(N4CCOCC4)c23)C1 (stereo not drawn) | 5.2% | 33.5% |
| 0.0% | -1.2% | 35.5µM* | 7.5% | 4.7 | 1.3% | 11.2% | Cc1ccc(Cl)cc1N1CCN(C(=S)NCCc2ccccc2)CC1 | -4.4% | 49.0%[activator] |
| 6.1% | 6.4% | 2.3% | 14.7%[2.33 µM] | -4.8 | 6.9% | -24.6% | O=C1NC[C@@H](Cc2cccc3ccccc23)N(CCC23CC4CC(CC(C4)C2)C3)C1=O | 7.0% | 6.4% |
| -13.5% | -8.2% | -4.7% | -5.0%[59 µM] | -0.8 | -13.7% | -3.8% | CCc1nnc(NC(=O)c2ccc(OC)cc2)s1 | -7.5% | 40.8%[activator] |
| 25.5% | 1.8% | -27.1% | ? | -0.9 | 39.8µM* | ? | COc1ccc(N2CCN(C(=O)C3CCCN(C(=O)c4cc5sccc5n4C)C3)CC2)cc1 (stereo not drawn) | 5.2% | -1.0% |
| 19.6% | 16.9% | -14.5% | · | 2.6 | · | 22.2% | CCOC(=O)C1(CCC(=O)OCc2ccccc2)CCCCC1=O (stereo not drawn) | ? | 60.9%[activator] |
| 7.6% | 6.5% | 35.3%[activator] | · | -4.6 | · | -19.5% | Cc1ccc(CC(=O)OCC(=O)c2ccc[nH]2)cc1C | 4.9% | 11.1% |
| 4.8% | 2.0% | -17.7% | 16.5%[59 µM] | 2.6 | · | -34.7% | Cc1ccc(C)c(N2CCN(C(=O)c3ccc(CS(=O)(=O)c4ccc(Br)cc4)o3)CC2)c1 | -18.3% | 48.0%[activator] |
| -4.8% | -3.7% | -63.1% | · | -5.9 | · | ? | Cc1cc(=O)oc2cc(OCC(=O)N3c4ccccc4NC(=O)C3(C)C)ccc12 | -1.3% | -26.1% |
| 6.1% | -4.6% | 6.4% | -4.4% | 5.8 | -17.2% | -1.4% | CCOC(=O)/C=C1\SCC(=O)N1CC(=O)Nc1ccccc1OC(F)F | -17.8% | 43.1%[activator] |
| 4.3% | 8.6% | 87.2%[activator] | · | -17.2 | · | 6.3% | CC1CC(C)CN(CC(O)COC2CC(C)CC(C)(C)C2)C1 (stereo not drawn) | 14.2% | 36.8%[activator] |
| 31.1%[activator] | -15.1% | 0.0% | -0.8%[12.7 µM] | 6.2 | -27.8% | -17.6% | Cc1[nH]nc(N2CCCCCC2)c1[N+](=O)[O-] | 18.4% | 13.0% |
| 22.4% | 8.7% | -12.6% | 1.6%[59 µM] | -2.8 | 4.8% | 50.1µM* | COc1ccc(N2CCN(C(=O)CSCc3nc(-c4ccccc4Cl)oc3C)CC2)cc1 | 5.2% | ? |
| -11.2% | 4.1% | ? | 1.9%[59 µM] | -1.9 | 3.0% | -27.2% | Cc1ccc(C)c(NC(=O)c2cc(S(=O)(=O)N3CCN(c4cccc(Cl)c4)CC3)ccc2F)c1 | 12.9% | 6.4% |
| -16.1% | -3.7% | 19.7% | · | -4.7 | -12.2% | 7.9% | O=C(NNC1CC(=O)N(c2ccccc2)C1=O)c1ccco1 (stereo not drawn) | -24.5% | 45.1%[activator] |
| 4.9% | 5.9% | -7.8% | 7.7%[59 µM] | 0.4 | -12.6% | -13.8% | CC1CCC(NC(=O)c2ccc(CS(=O)(=O)c3c(Cl)cccc3Cl)o2)CC1 (stereo not drawn) | -26.9% | 23.4% |
| -1.5% | 4.1% | 0.0% | -7.8% | -3.1 | -15.2%[57.1 µM] | 5.8% | CC(=O)c1ccccc1C(=O)N1CCCC(C(=O)c2ccc(C(F)(F)F)cc2)C1 (stereo not drawn) | 0.0% | 36.1% |
| 0.2% | -0.4% | 0.0% | ? | -3.4 | -1.6% | 0.0% | CN(C)CCn1cnc2c1c(=O)n(C)c(=O)n2C | -26.7% | 39.5% |
| 0.7% | 6.6% | 1.3% | -32.6% | -2.8 | -11.6% | -13.9% | CC1=C(C(=O)Nc2ccccc2F)C(c2cccs2)NC(=S)N1 (stereo not drawn) | 3.4% | 3.5% |
| 0.0% | -10.9% | -3.6% | 4.1% | 2.0 | ? | -10.7% | CCn1c(=O)c(CCC(=O)NCCN2CCOCC2)c(C)c2c(C)nn(-c3ccccc3)c21 | 4.0%[11.4 µM] | 44.8%[activator] |
| -0.5% | 0.5% | 0.6% | 97.1%[activator] | 10.5 | 13.3% | 35.1% | Cc1ccccc1C1CCCN(C(=O)c2cc(COc3c(F)cccc3F)on2)C1 (stereo not drawn) | 15.3% | 80.9%[activator] |
| 2.6% | 9.4% | 11.2%&-9.8% | -6.5%[59 µM] | -16.7 | -8.3% | -17.8% | CCOC(=O)c1c(C)c(-c2ccccc2)n(CC(=O)Nc2cc(C)ccc2OC)c1C | 18.0% | 14.2% |
| 5.6% | · | 0.2% | -4.2% | -0.3 | 6.2% | -3.4% | COc1ccc(NC(=O)C(F)(OC)C(F)(F)F)c(OC)c1 (stereo not drawn) | -11.1% | 29.6% |
| -4.2% | · | 19.5% | 43.0%[59 µM] | 1.6 | -8.2% | -21.5% | CCOc1ccc(S(=O)(=O)Nc2ccccn2)c2ccccc12 | -16.0% | 10.6% |
| 10.7% | -6.6% | 402.4%[activator] | 1.6% | -2.7 | 4.0% | -21.2% | O=C(O)C1C2CCC(C2)C1C(=O)NCc1ccco1 (stereo not drawn) | 22.1% | 12.6% |
| 21.2% | -0.5% | -18.5% | -16.6%[0.501 µM] | 6.5 | -5.2% | -17.3% | CC1(C)CC(=O)C=C(c2cccc(Cl)c2O)C1 | 9.5% | 1.7% |
| 24.3% | 2.4% | -19.6% | -6.3%[59 µM] | 2.2 | -4.0% | -16.7% | Cc1ccc(OCCn2cnc3ccccc3c2=O)c([N+](=O)[O-])c1 | -12.8% | 8.8% |
| -4.2% | -10.8% | 1.8% | 15.3%[59 µM] | 7.6 | 2.1% | -19.3% | COc1ccc(OCC(=O)OCC(=O)c2ccc(OC)c(F)c2)cc1 | 0.6% | 36.1% |
| 21.4% | -1.7% | 1.3% | -9.0%[59 µM] | 8.2 | 10.5% | -10.1% | COC(=O)c1ccc(NC(=O)CN2CCN(c3ccccc3C)CC2)cc1 | 10.6% | 26.5% |
| -8.6% | 10.0% | -27.3% | -0.9%[59 µM] | 6.9 | 1.9% | -4.0% | CCOc1ccc(CNC(=O)c2cnc(SC)nc2C)cc1 | -20.5% | 20.8% |
| 3.0% | 9.2% | -9.6% | ? | 2.1 | ? | -23.6% | N=C1C(c2nc(-c3ccc(Cl)cc3)cs2)=C(O)CN1CCCN1CCOCC1 | -38.8% | -2.1% |
| 5.5% | -2.8% | -2.5% | 12.9% | 2.1 | -18.2% | -10.4% | Cn1nc(-c2ccccc2)c(/C=N/O)c1Cl | -17.1% | 30.5% |
| 6.3% | 7.9% | 0.2% | 10.1% | 0.5 | 2.7% | -8.3% | CC1CC(C)CN(S(=O)(=O)N2CCCC(C(=O)NCCc3ccc(Cl)cc3)C2)C1 (stereo not drawn) | 3.3% | 29.7% |
| 1.1% | -8.1% | -5.7% | -4.4%[59 µM] | 0.4 | -2.3% | -10.7% | CC1CCCCN1S(=O)(=O)c1ccccc1[N+](=O)[O-] (stereo not drawn) | -8.7% | 24.7% |

Assay outcomes from PubChem.
